Screens (PubChem)
Mot1-301 SUMO: blocks SUMOylation pathway, rescuing yeast Mot1-301 growth; actives 1% (n = 320,000); S. cerevisiae Mot1-301 growth rescue, ATP luminescence, 38.5C; percent above DMSO median, 100 means doubled; AID 2716; growth rescue, % at 18.8 µM;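 active = every valid replicate shows activation above 250% relative to neutral control wells; inactive = the rest, any valid replicate at or below 250%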;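 also: OY570 slx delta 5 strain wells were the positive control but not used for scaling; some compounds called inactive have numbers as strong as hits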
Ecoli viability: reduces bacterial viability in AddAB counter-screen. E. coli V3065 growth, OD600 absorbance, 18 h. inhibition, % at 11.9 µM. actives 0.27% (n = 330,000);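 active = inhibition above the campaign's mean inhibition across all tested compounds plus 3 SD, cut at about 9.9% in these data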;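 also: uninfected addAB+ strain grown without phage in ampicillin broth; 0% = DMSO wells and 100% = ciprofloxacin 0.95 µg/ml wells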
MOR-DOR ag: OPRM1-OPRD1 heterodimerization agonism. P35372+P41143. cells, luminescence. activation, % at 9.3 µM. actives 0.3% (n = 340,000); in the data active = activation above about 18%;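 also: 0% = vehicle-treated cells and 100% = reference agonist; values of inactives mirror those of a sister screen read the other way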
Tat export inh: E. coli Tat transport inhibition. E. coli MC4100 TorA-mCherry Tat export, fluorescence. inhibition, % at 10 µM. actives 0.036% (n = 340,000). AID 488895;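 active = mean replicate inhibition at least 50% and at least half of replicates individually reaching 50%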;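 also: exported cargo escapes ClpAP degradation while cytoplasmic cargo is degraded and loses fluorescence; 0% = median of neutral control wells and 100% = median of NaSCN control wells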
phage Ecoli inh: E. coli growth loss with phage present. inhibition, % at 11.9 µM. growth absorbance. actives 0.26% (n = 360,000); in the data active = inhibition above about 11%
PKA-R1A activ: activators of PKA-R1A complex; P00514+P68181; PKA-R1A dissociation, Cy5-IP20 fluorescence polarization; scaled: DMSO 0%, 113 µM cGMP 100%; activation, % at 11.4 µM; actives 0.083% (n = 340,000);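 active = percent activation above the mean of all tested compounds plus 3 SD, cut at about 19% in these data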;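 also: higher means more PKAc released from R1A so a rise in polarization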
Arrestin-AP2 inh: human beta-arrestin and AP2 interaction inhibition. FITC-arrestin peptide / GST-AP2 beads, flow cytometry; AP2 beta2 appendage carries R879A mutation. inhibition, % at 10 µM. AID 504490. actives 0.31% (n = 340,000);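 active = inhibition above a set limit, near 3 SD of compounds lacking own fluorescence, cut at about 54% in these data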;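 also: plate controls were DMSO wells for no effect and 5 µM unlabelled arrestin peptide for full effect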
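Material – AP2 appendage R879A on GSH beads · Buffer or medium – PBS with 0.05% Tween 20 and 0.1% BSA · Probe or stimulus – fluorescein-tagged arrestin peptide at 50 nM final · Incubation – compound with beads 12 min RT, then probe 1 h RT · Detection – high-throughput flow cytometry of beads, ex 488, em 535 nm · Evaluation – percent response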
OPRM1-OPRD1 inv: mu-delta opioid heterodimer inverse agonism; inhibition, % at 9.3 µM; P35372+P41143; actives 0.21% (n = 340,000); cell-based MOR-DOR heterodimer luminescence; in the data active = inhibition above about 22%, passing the limit was not always enough;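 also: 0% = cells with DMSO and 100% = wells without cells with DMSO; values of inactives mirror those of a sister screen read the other way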
DSG3 Ab inh: inhibitors of pemphigus antibody binding to human desmoglein-3; DSG3-coupled beads, scFv-anti-DSG3-GFP binding, flow cytometry; stronger effect = lower value; binding (percent of control), % at 10 µM; actives 0.48% (n = 310,000);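 active = binding more than 3 SD below its plate's average and above zero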;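 also: hits lower antibody fragment binding to DSG3; some compounds called inactive have numbers as strong as hits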
Target sequence (P32926 whole entry, looked up, the tested form may be a part): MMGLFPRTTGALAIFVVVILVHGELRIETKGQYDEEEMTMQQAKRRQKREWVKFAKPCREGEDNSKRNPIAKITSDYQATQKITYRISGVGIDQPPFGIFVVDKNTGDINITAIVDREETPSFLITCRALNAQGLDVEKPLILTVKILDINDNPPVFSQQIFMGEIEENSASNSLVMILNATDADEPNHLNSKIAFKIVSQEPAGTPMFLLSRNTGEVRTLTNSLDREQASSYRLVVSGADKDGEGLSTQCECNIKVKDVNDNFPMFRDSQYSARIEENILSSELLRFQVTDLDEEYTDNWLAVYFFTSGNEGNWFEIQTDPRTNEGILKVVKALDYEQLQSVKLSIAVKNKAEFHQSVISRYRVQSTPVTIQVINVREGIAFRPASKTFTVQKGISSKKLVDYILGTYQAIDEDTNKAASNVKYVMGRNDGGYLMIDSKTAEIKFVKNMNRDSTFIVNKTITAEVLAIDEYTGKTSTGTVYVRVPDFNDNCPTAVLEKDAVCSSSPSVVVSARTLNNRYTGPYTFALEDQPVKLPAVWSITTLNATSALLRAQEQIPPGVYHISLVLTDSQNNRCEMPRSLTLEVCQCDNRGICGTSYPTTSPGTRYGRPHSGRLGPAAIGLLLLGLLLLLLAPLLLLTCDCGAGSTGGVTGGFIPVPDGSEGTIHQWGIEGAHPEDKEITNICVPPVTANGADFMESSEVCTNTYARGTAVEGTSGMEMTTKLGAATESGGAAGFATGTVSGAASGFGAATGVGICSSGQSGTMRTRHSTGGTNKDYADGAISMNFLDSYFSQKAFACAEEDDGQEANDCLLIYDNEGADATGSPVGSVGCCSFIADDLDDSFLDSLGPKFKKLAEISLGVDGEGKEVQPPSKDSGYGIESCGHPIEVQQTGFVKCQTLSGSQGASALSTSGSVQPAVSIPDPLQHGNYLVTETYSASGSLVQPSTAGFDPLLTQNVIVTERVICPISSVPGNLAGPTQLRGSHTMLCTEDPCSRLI
PfHsp90 yeast 2: growth inhibition of yeast expressing Plasmodium Hsp90 | inhibition, % at 9.4 µM | S. cerevisiae expressing PfHsp90, BacTiter-Glo ATP, 48 h; yeast lacking PDR1 and PDR3 efflux regulators | AID 504621 | actives 0.32% (n = 310,000);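 active = every replicate shows inhibition above about 80%, whatever the replicate mean, limit read from the data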;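 also: 0% = DMSO neutral controls and 100% = 20 µM radicicol positive controls; yeast relying on Plasmodium falciparum Hsp90 in place of its own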
AddAB inh: less growth of phage-infected E. coli with AddAB; E. coli expressing H. pylori AddAB, absorbance growth; inhibition, % at 11.9 µM; actives 0.29% (n = 330,000); AID 435030; in the data active = inhibition above about 12%;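 also: 0% = vehicle wells of infected cells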
Numbers without * were called inactive; i = inactive; . = no result given. The order is random, and some 2.8% of all compounds hit somewhere here.

SMILES	Mot1-301 SUMO	Ecoli viability	MOR-DOR ag	Tat export inh	phage Ecoli inh	PKA-R1A activ	Arrestin-AP2 inh	OPRM1-OPRD1 inv	DSG3 Ab inh	PfHsp90 yeast 2	AddAB inh
CCSc1ccccc1-c1nc(-c2ccncc2)no1	11	1.4	0.8	14	0.9	-4	8	-3	70*	-13	2.4
O=C(Cn1cnc2c(nnn2-c2cccc(Cl)c2)c1=O)N1CCOCC1	-11	-0.8	-0.4	-7	-0.5	0	14	3	106	-14	-0.8
Cc1nc2ccc(S(=O)(=O)N(C)CC(=O)N3CCc4ccccc43)cc2s1	9	-0.3	-1.3	15	2.0	5	22	7	107	-17	3.3
CN1CCN(C(=O)c2ccc(S(=O)(=O)Nc3ccccc3)cc2)CC1	0	-1.8	0.5	3	1.1	0	17	-2	90	20	0.7
Cc1ccc(C(CNC(=O)C(=O)Nc2ccc3c(c2)OCCO3)N2CCN(C)CC2)cc1 (centres undefined)	-2	-1.3	-1.1	2	3.8	12	-5	7	101	.	-1.7
COc1ccc(NC(=O)CSc2n[nH]c(=O)n2C2CC2)cc1OC	121	-3.1	-1.0	-5	1.7	1	47	4	86	27	0.8
C=C(C(=O)c1ccccc1)C(CC(=O)c1ccccc1)c1ccccc1 (centres undefined)	2	-0.2	2.5	5	0.0	-8	-3	-14	125	-4	-0.8
CCCCCC(=O)Nc1ccc(N2CCN(C(=O)c3ccccc3)CC2)cc1	7	1.2	-0.7	-2	2.5	7	-10	3	113	-2	2.9
CCOC(=O)N1CCC(NC(=O)CS(=O)Cc2nc(-c3ccc(OC)c(OC)c3)oc2C)CC1 (centres undefined)	-3	-0.2	-3.1	-3	-0.4	-14	-3	14	101	-14	4.6
O=C(NCc1ccco1)c1cnn2c(C(F)F)cc(-c3ccccc3)nc12	18	3.2	-1.5	-4	3.0	1	8	8	105	5	-0.6

Sorted by length of the SMILES (lowest first): three of the compounds above
SMILES	Mot1-301 SUMO	Ecoli viability	MOR-DOR ag	Tat export inh	phage Ecoli inh	PKA-R1A activ	Arrestin-AP2 inh	OPRM1-OPRD1 inv	DSG3 Ab inh	PfHsp90 yeast 2	AddAB inh
C=C(C(=O)c1ccccc1)C(CC(=O)c1ccccc1)c1ccccc1 (centres undefined)	2	-0.2	2.5	5	0.0	-8	-3	-14	125	-4	-0.8
CCCCCC(=O)Nc1ccc(N2CCN(C(=O)c3ccccc3)CC2)cc1	7	1.2	-0.7	-2	2.5	7	-10	3	113	-2	2.9
Cc1nc2ccc(S(=O)(=O)N(C)CC(=O)N3CCc4ccccc43)cc2s1	9	-0.3	-1.3	15	2.0	5	22	7	107	-17	3.3

Continued.
SMILES	Mot1-301 SUMO	Ecoli viability	MOR-DOR ag	Tat export inh	phage Ecoli inh	PKA-R1A activ	Arrestin-AP2 inh	OPRM1-OPRD1 inv	DSG3 Ab inh	PfHsp90 yeast 2	AddAB inh
CCOc1ccc(S(=O)(=O)NCCC(=O)OCC(=O)c2ccc(NC(C)=O)cc2)cc1	2	1.5	-2.8	-6	6.0	-12	4	14	106	-44	2.8
COc1ccc(S(=O)(=O)N(C)c2ccc(C(=O)N3CCC(C(N)=O)CC3)cc2)cc1OC	345*	-0.3	-2.5	2	5.8	5	2	13	97	1	3.0
CCOC(=O)c1nn(-c2ccc(OCC)cc2)c2nc(-c3ccco3)c(C#N)c(=O)n12	1	-1.5	0.7	-2	4.0	3	-6	-4	113	-8	1.6
OCc1nc2nc(Cl)c(Cl)nc2[nH]1	-10	1.1	-0.9	-1	0.7	-4	25	4	97	7	1.9
Cc1ccc2[nH]c(=O)c3cc(C(=O)N(C)c4ccccc4C)sc3c2c1	36	2.2	-2.6	0	-0.3	0	4	13	100	-62	4.6
CNc1ncnc2sc(-c3ccccc3)cc12	7	2.2	-0.8	-5	2.9	-9	10	4	109	25	-1.4
NNC(=O)C(=O)NCCCN1CCOCC1	3	2.2	-1.6	-2	4.3	-15	19	8	95	21	-2.5
Cc1cccc(NC(=O)c2ccc(C3SCC(=O)N3CCc3ccccc3)cc2)c1C (centres undefined)	-11	0.7	-0.4	-5	2.6	-3	-7	3	.	16	1.7
O=C(NCc1ccc(Cl)cc1)N1CCOCC1	10	0.3	-4.1	5	1.6	-20	-18	19	84	-56	3.5
CCCNc1c(NC(=O)C2CCC(C)CC2)c(=O)oc2ccccc12 (centres undefined)	8	0.5	-2.0	0	1.6	9	17	10	104	-13	2.9
Cn1cnnc1SCC(=O)NCc1ccccc1	-6	1.9	-2.2	-2	4.3	3	19	10	.	20	0.3
O=C(c1ccc(OC2CCN(CCc3ccccc3)CC2)cc1)N1CCCC(CO)C1 (centres undefined)	37	-2.7	-0.1	-1	0.9	0	5	1	89	-13	0.2
COc1ccc(-c2noc(CCC(=O)N3CCN(c4ccc(F)cc4)CC3)n2)cc1	.	-1.8	-2.2	3	1.8	-1	4	11	98	-10	-1.1
COCCCNC(=S)NCCNc1nc2cc(C)cc(C)c2cc1C#N	28	-0.2	1.0	-6	3.3	-2	0	-5	101	8	0.3
O=[N+]([O-])c1cc(/C=N/N/C(=N/c2ccccn2)c2ccccn2)ccc1O	10	1.1	-2.3	-3	0.3	0	-3	12	105	12	0.5
S=c1[nH]nc(COc2ccccc2)n1/N=C/C(Cl)=C/c1ccccc1	-29	0.7	7.0	10	1.2	-4	0	-36	.	.	1.7
CCN(CC(=O)NCc1ccc(Cl)cc1)C(=O)COc1ccc(Cl)cc1Br	-1	-0.3	0.3	4	1.8	-12	7	-2	108	2	-0.5
COc1ccc(NC(=O)CSc2nc3ccccc3nc2N2CCCC2)cc1	12	-1.1	0.8	1	1.6	-2	8	-5	94	-6	-1.2
COc1ccc(NC(=O)CS(=O)c2ccc(F)cc2)cc1 (centres undefined)	3	2.9	-3.5	0	-1.1	-12	-8	19	.	6	0.9
COc1ccc(CNC(=O)[C@H](Cc2c[nH]c3ccccc23)NC(C)=O)cc1OC	-19	2.3	0.1	-2	1.7	-7	9	-1	.	-39	5.1
Cc1ccccc1OC(C)C(=O)NCc1cccnc1 (centres undefined)	2	-1.5	-3.0	6	2.5	-13	-1	15	115	.	4.5
ClCCCc1cn(C[C@H]2CC[C@@H]([C@@H]3CC[C@H](Cn4cc(CCCCl)nn4)O3)O2)nn1	87	0.3	-3.5	-2	2.8	-16	6	16	101	6	4.7
O=C(CCc1ccccc1)NNc1cc(N2CCCCC2)nc(N2CCCCC2)n1	91	0.4	1.6	0	-0.1	5	23	-8	198	.	2.2
COc1ccccc1CCNC(=O)Cn1c(=O)oc2ccccc21	-1	.	-2.3	2	1.6	-8	-9	12	115	14	.
O=C(CCN1C(=O)C2C3CCC(C3)C2C1=O)Nc1ccc([N+](=O)[O-])cc1 (centres undefined)	6	0.2	-3.1	0	2.7	-5	2	15	109	13	4.1
CCOc1ccc(CSC2=NCCN2)cc1[N+](=O)[O-]	i	1.4	-0.9	2	3.5	-6	6	6	85	-8	0.9
Cc1nc(NCC2CCCO2)nc2c1C(=O)CC(C)(C)C2 (centres undefined)	10	0.5	-1.8	4	-0.8	-6	-3	8	97	0	0.0
Cc1ccc(SCC(=O)Nc2cccc(S(=O)(=O)N3CCOCC3)c2)cc1C	11	2.6	-2.2	6	7.4	-4	-14	9	106	-10	1.4
O=C(c1ccccc1)c1cccc[n+]1[O-]	-11	-2.3	-2.0	4	1.8	6	3	10	122	13	1.8
COc1ccc(C)cc1S(=O)(=O)Nc1ccc2c(c1)OCCO2	19	2.3	-0.5	-11	2.5	6	15	2	109	-1	-1.0
CCC1=NN(C(=O)Cc2ccc(OC)cc2)C(O)(C(F)(F)F)C1 (centres undefined)	7	-0.7	1.0	-6	-0.3	19*	-1	-6	103	-41	0.8
Cc1ccc2[nH]c(=O)c(C3C(C#N)=C(N)Oc4c3ccc3cccnc43)cc2c1 (centres undefined)	126	3.8	-0.9	2	9.8	3	-1	5	91	.	6.8
O=C(/C=C1\C(=O)Nc2ccccc21)/C=C1\C(=O)Nc2ccccc21	.	.	10	2	-0.7	0	25	-46	89	-19	.
CS(=O)(=O)N(CC(=O)O)c1ccc(Oc2ccccc2)cc1	-19	0.6	-1.4	1	2.8	10	-3	8	111	22	2.2
O=C(Nc1ccccc1Cl)c1ccc(=O)[nH]n1	14	1.0	-2.3	-9	1.4	5	4	10	100	23	0.7
COc1ccc(NC(=O)CCn2c(=S)[nH]c3ccccc3c2=O)cc1OC	27	0.8	-4.7	8	2.4	-5	-21	23	63*	13	-1.5
CCN(CC(=O)Nc1ccc2c(c1)CCC2)Cc1nc2ccccc2c(=O)[nH]1	2	1.4	-1.8	-12	1.7	4	6	11	.	0	-0.1
CC(C)C(NC(=O)c1c(F)cccc1F)C(=O)NCc1ccncc1 (centres undefined)	.	.	-5.0	-2	4.0	-10	-6	24	97	5	.
Cc1ccc(S(=O)(=O)N2CCCCC2)cc1NC(=O)COC(=O)c1ccc(=O)[nH]c1	-9	-0.5	-2.0	5	1.2	3	-4	8	.	-5	-1.9
CC(=O)Nc1ccc(OCC(O)Cn2c(C)nc3ccccc32)cc1 (centres undefined)	-1	-0.2	-1.1	3	-2.5	2	3	6	112	-6	-0.5
COc1ccc(NC(=O)N2CCCC(c3nc(-c4ccc(OC)cc4)no3)C2)cc1 (centres undefined)	4	1.6	-0.1	-4	3.6	-2	5	1	90	7	2.0
Cc1ccc(CNC(=O)CNC(=S)N(Cc2ccccc2)Cc2ccccc2F)cc1	.	.	2.8	11	1.4	-13	-4	-13	.	17	.
Cc1ccc(C(=O)NC2CCCCCC2)o1	10	1.2	-2.0	-2	2.7	-7	-13	12	.	.	3.2
Cc1cc(C)c(C(=O)Cn2cnc3cc([N+](=O)[O-])ccc3c2=O)cc1C	22	-2.0	8.6	1	1.4	-1	2	-41	96	6	-2.8
COc1cc(OC)c(NC(=O)c2cccc(F)c2)cc1Cl	-9	2.3	-1.9	0	4.0	-9	1	10	127	12	-0.1
C=CCn1c(COc2ccccc2F)nnc1SCC(=O)Nc1cc2oc3ccccc3c2cc1OC	-5	-1.4	1.8	-8	0.0	2	12	-9	102	2	2.0
COc1cccc(CN(C)Cc2cc(=O)oc3cc(O)c(Cl)cc23)c1	14	0.5	-0.7	11	-0.9	-15	11	3	105	-4	-1.6
COc1cc(Cl)ccc1OCc1cc(C(=O)N(C)CC2CCCCO2)no1 (centres undefined)	-11	-0.2	-2.5	-4	-0.4	-12	-3	13	99	14	5.2
N#Cc1cc2c(ccc3ccccc32)oc1=O	11	-2.2	-2.6	-2	1.1	-1	12	15	94	-2	-1.4
Cc1ccc(S(=O)(=O)NCC(=O)OCC(=O)Nc2ccc(C)c(S(=O)(=O)N3CCOCC3)c2)cc1	-7	-1.1	-1.3	6	-2.3	8	-3	5	.	-6	-0.8
CCc1ccc(NC(=O)N(CCCN2CCOCC2)C(C)c2cc3cccc(OC)c3o2)cc1 (centres undefined)	1	-1.0	1.5	-1	1.6	-6	3	-8	108	9	1.0
